# Yeast lifespan up – compounds extending yeast replicative lifespan, primary screen, S. cerevisiae, OD615 | S. cerevisiae growth with nicotinamide; deaD strain in restrictive glucose medium | inhibition of the nicotinamide effect, % at 10 µM | 0.68% of 130,000 active;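 active = inhibition above a set limit, placed 3 SD over the median of all compounds, cut at about 26% in these data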;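 note: 0% = nicotinamide-treated wells and 100% = cells grown without nicotinamide; some compounds called inactive have numbers as strong as hits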
#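 System: Modified budding yeast, DeaD strain | Buffer or medium: Restrictive glucose medium | Also added: 1.5 mM nicotinamide | Doses: 10 µM single point, 0.25% DMSO | Schedule: 48 h compound exposure at 30 °C, humidified | Detection: Absorbance at 615 nm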
# E-sel TNF inh – E-selectin induction blockers in HUVEC – imaging, immunofluorescence, high content, primary screen; inhibition, % at 2 µM; HUVEC TNFa-induced E-selectin immunofluorescence; 0.71% of 120,000 active;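 active = inhibition above the batch mean plus 3 SD, and confirmed as a hit on visual image review, cut at about 43% in these data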;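 note: 0% = TNF-stimulated DMSO wells and 100% = unstimulated control wells; not every result past the cut was called active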
# bCat KO growth – primary screen for growth suppressors in beta-catenin knockout HCT116 cells (colon tumor, human); viability, % at 10 µM; AID 818, 2007; HCT116 beta-catenin knockout viability, CellTiter-Glo, 60 h; hits give low values; 1.5% of 140,000 active;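 active = viability at or under a set limit, the compound median less 4 SD, cut at about 6% in these data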;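 note: 0% = Hyamine 1622 control at 20 µM and 100% = untreated cell control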
# Measles CPE – compounds protecting cells from measles virus cytopathic effect, primary screen, measles RdRp inhibitor project, single point, MLSMR library, absorbance; 1.5% of 140,000 active; protection (pct of control), % at 4 µM; Measles virus-infected cells, CPE protection; in the data active = protection mostly above about 24%, no sharp cut-off; inactive = mostly below about 26%; note: some compounds called inactive have numbers as strong as hits
# PTEN del growth – growth suppression of PTEN-null HCT116, primary screen, cell-based, CellTiter-Glo; 1.2% of 140,000 active; viability, % at 10 µM; AID 827, 2007; HCT116 PTEN-null viability, 60 h; hits give low values;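 active = viability at or below a set limit, 4 SD under the median of all tested compounds, cut at about 3.7% in these data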;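 note: PTEN knockout HCT116 line with beta catenin targeted HCT116 as companion control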
# Yeast growth inh – growth inhibitors of yeast BB579 in restrictive medium, primary screen, yeast lifespan-shortening project, S. cerevisiae. OD615, 48 h. inhibition, % at 10 µM. 0.51% of 140,000 active. AID 804, 2007;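 active = inhibition above a set limit, 3 SD over the mean compound inhibition, cut at about 44% in these data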; note: inactives centre near -24
#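 Assay system: S. cerevisiae DeaD strain BB579 yeast. Medium: CSMM-D restrictive synthetic medium containing dextrose (glucose). Times: 4 h cell preincubation, 48 h compound exposure, 30 °C humidified. Signal: OD615 turbidity measurement. Benchmarks: positive control amphotericin B 10 µg/mL.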
# GALR2 blocker – GALR2 antagonists in receptor-expressing cells, primary screen; 0.39% of 140,000 active; antagonist mode; inhibition, % at 4 µM; Galanin receptor type 2 (Homo sapiens), O43603; in the data active = inhibition above about 27%;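 note: cells stimulated with galanin 1-16 at roughly its EC80; 0% = agonist challenge control and 100% = basal control without agonist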
# Target sequence (O43603 whole entry, looked up): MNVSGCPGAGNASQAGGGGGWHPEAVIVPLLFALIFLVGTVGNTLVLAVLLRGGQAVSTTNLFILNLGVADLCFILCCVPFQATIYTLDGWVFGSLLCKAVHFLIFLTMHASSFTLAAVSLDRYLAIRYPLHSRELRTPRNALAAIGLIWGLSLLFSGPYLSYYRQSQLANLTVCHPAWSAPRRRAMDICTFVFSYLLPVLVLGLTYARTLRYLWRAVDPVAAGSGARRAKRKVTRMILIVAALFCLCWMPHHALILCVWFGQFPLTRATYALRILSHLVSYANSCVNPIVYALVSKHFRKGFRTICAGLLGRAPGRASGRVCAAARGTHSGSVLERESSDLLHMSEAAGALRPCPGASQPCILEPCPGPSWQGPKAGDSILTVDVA
# Phagocytosis inh – inhibitors of macrophage phagocytosis, primary screen, imaging, J774A.1 cells, IgG beads; 0.07% of 110,000 active; AID 1029, 2008; inhibition, % at 5 µM; J774A.1 macrophage IgG-bead phagocytosis;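 active = inhibition above the mean of the plate negative controls plus 5 SD, cut at about 13% in these data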;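 note: phagocytic index as fraction of beads internalized from green versus red external bead signal; plate controls were DMSO negative control for no effect and cytochalasin-D positive control for full effect; some results beyond the cut were filed as inactive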
# NPY-Y2 antag – NPY-Y2 receptor antagonists, primary screen, cell-based. inhibition, % at 2.7 µM. 0.99% of 140,000 active. NPY-Y2 expressing cells, antagonist mode. Neuropeptide Y receptor type 2 (Homo sapiens), P49146; in the data active = inhibition above about 17%;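 note: 0% = vehicle with agonist challenge and 100% = reference antagonist with challenge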
# Target sequence (P49146 whole entry, looked up): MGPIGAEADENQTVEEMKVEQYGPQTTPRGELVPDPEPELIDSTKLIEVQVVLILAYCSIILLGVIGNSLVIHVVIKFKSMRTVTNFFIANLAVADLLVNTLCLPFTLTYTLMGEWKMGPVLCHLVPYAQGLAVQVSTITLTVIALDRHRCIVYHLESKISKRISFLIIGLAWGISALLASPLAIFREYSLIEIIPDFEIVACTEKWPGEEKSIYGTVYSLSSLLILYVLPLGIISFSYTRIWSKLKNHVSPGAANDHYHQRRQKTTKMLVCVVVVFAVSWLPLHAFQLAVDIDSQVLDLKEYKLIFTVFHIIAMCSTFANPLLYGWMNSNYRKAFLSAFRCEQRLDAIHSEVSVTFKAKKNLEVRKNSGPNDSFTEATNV
# MRP-1 activ – H69AR viability gain despite doxorubicin, primary screen, MRP-1 activator project, H69AR cells, CellTiter-Glo; viability rescue; viability increase, % at 10 µM; 0.61% of 140,000 active; AID 799, 2007;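 active = viability gain under doxorubicin at or above a set limit, the compound median plus 3 SD, cut at about 4.7% in these data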;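 note: MRP-1 overexpressing cells given doxorubicin 25 µM after compound pretreatment; 18-22 h compound pretreatment then 72 h with doxorubicin before readout; 0% = doxorubicin-only wells and 100% = vehicle-treated cells without doxorubicin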
# Starred values were filed as active, the others as inactive; . = no result given.
# Value order: Yeast lifespan up	E-sel TNF inh	bCat KO growth	Measles CPE	PTEN del growth	Yeast growth inh	GALR2 blocker	Phagocytosis inh	NPY-Y2 antag	MRP-1 activ
O=C(CNC(=O)c1ccc(-c2ccccc2)cc1)OCc1c(F)cccc1Cl
 : 8	24	91	4	100	-19	-4	-1	1	0.2
CCCOc1ccc(NC(=O)C(=O)NCCCn2ccnc2)cc1
 : -5	78*	91	6	88	-29	-6	-6	-2	0.6
O=C(CC(NC(=O)c1ccccc1Cl)c1ccccc1)Nc1ccc2c(c1)OCO2 (centres undefined)
 : -3	-39	95	6	89	-24	13	1	4	-2.6
Cc1ccc(-c2n[nH]c(=S)n2C)cc1
 : -10	.	103	14	98	-20	-4	0	-1	0.8
CC(=O)Oc1ccc(C(=O)Nc2ccc3c(c2)C(=O)N(CCC(=O)O)C3=O)cc1
 : -14	-6	108	6	103	-57	-4	-1	2	-0.2
Cn1cnnc1SCC(=O)Nc1ccccc1Sc1ccccc1
 : .	.	95	6	40	-57	.	0	.	-1.8
COc1ccc(C2SCC(C(=O)O)N2C(C)=O)cc1OC (centres undefined)
 : -8	.	102	17	110	-34	2	0	1	-0.1
Cc1[nH]n(-c2ccccc2)c(=O)c1/C=N/N1C(=O)c2ccc3c4c(ccc(c24)C1=O)CC3
 : -9	.	37	11	29	79*	1	-4	1	1.0
Cc1cccn2c(=O)c3cc(C#N)c(=N)n(Cc4ccncc4)c3nc12
 : -4	2	85	9	82	-28	2	.	2	-3.3
CCCN(CCC)S(=O)(=O)c1ccc(C(=O)N2CCOCC2)cc1
 : -8	.	86	1	93	-29	5	-2	0	-1.2
CCc1ccc(/C(C)=N\Nc2ccc([N+](=O)[O-])cc2)cc1
 : -4	-15	88	5	86	-36	22	.	-4	-2.2
Cc1nn(CC(=O)O)c(=O)c2ccccc12
 : -4	-6	93	21	94	-37	3	0	0	-0.5
Nc1nc(C2CCCN2S(=O)(=O)c2ccc(Cl)cc2)cs1 (centres undefined)
 : -1	41	94	2	94	-40	-1	-1	2	-0.5
CC(=O)N1CCc2cc(C(=O)CN3CCCN(Cc4ccc(F)cc4)C3)ccc21
 : -10	.	88	3	90	6	-10	-1	2	-2.4
CC(C)c1ccc(C(CC(=O)c2ccc(Cl)cc2)C(=O)O)cc1 (centres undefined)
 : 15	-15	99	7	97	-36	2	.	9	-0.9
Cc1cc(NC(=O)c2cc(-c3ccc4c(c3)OCO4)on2)n(-c2ccccc2)n1
 : -3	.	98	12	91	-43	-49	0	-1	0.8
CC(C)CCNC(=O)CN(CCN1CCOCC1)C(=O)Cn1nnc(-c2ccc(F)cc2)n1
 : -10	-3	104	26	89	-5	-6	-1	3	0.1
COc1ccc(Nc2nc(N)nc(CSCCO)n2)cc1
 : -2	14	106	8	108	-36	-5	-1	9	-0.5
CCC(=O)NC(=S)Nc1ccc(S(=O)(=O)N2CCN(C)CC2)cc1
 : 3	.	89	7	92	13	1	-6	-1	-1.3
COc1ccccc1N1CCN(C(=O)CSc2nnc(NC(=O)C3CCC3)s2)CC1
 : -11	-19	97	2	98	-27	-12	0	1	-2.4
Cc1ccsc1-c1nc(C(N)=O)c2[nH]c(=O)n(-c3ccc(Cl)cc3)c2n1
 : 3	-13	27	6	19	-29	-3	.	0	-4.7
CCOC(=O)c1ccc(NC(=O)C2CCN(C(=O)c3ccc(OC)c(OC)c3)CC2)cc1
 : .	-2	87	1	91	9	-2	.	-1	11*
NC(=O)CSc1nnc(Cn2c(=O)sc3ccccc32)n1-c1ccccc1
 : -3	-45	96	6	94	-3	-18	.	1	-1.8
COc1ccc(-c2cc(C#N)nc(N3CCN(C)CC3)n2)cc1
 : 6	7	23	16	29	-57	0	0	6	-1.6
Cc1ccc(C2CC(=O)NC(SCC(=O)Nc3nccs3)=C2C#N)cc1 (centres undefined)
 : -7	.	101	5	83	-36	-5	0	1	-2.1
Cc1cc(OC(=O)CNC(=O)OC(C)(C)C)c2c(C)cc(=O)oc2c1
 : -23	-8	97	4	95	-23	5	0	7	-1.0
Cc1ccc(C(c2sc3nc(C)nn3c2O)N2CCOCC2)cc1 (centres undefined)
 : 3	11	95	16	99	-21	8	0	1	-2.7
Cc1ccc2[nH]c(=O)c(C(c3nnnn3CC3CCCO3)N3CCc4ccccc4C3)cc2c1 (centres undefined)
 : 4	2	81	21	76	-67	3	-2	1	-0.4
Cc1c(Cl)c([N+](=O)[O-])nn1CC(=O)Nc1c(C)n(C)n(-c2ccccc2)c1=O
 : 7	-17	98	21	106	-31	1	.	1	0.2
Cc1ccc(S(=O)(=O)NCCC(=O)Nc2nnc(C3CC3)s2)cc1C
 : -5	8	91	3	96	-37	-7	-1	1	-0.9
CC(OC(=O)/C=C/c1ccco1)C(=O)Nc1cccc([N+](=O)[O-])c1 (centres undefined)
 : 5	10	21	10	41	-20	1	0	5	-1.3
COc1ccccc1CN1C(=O)C2CC=CCC2C1=O (centres undefined)
 : -5	-27	100	4	96	3	-4	1	0	0.1
COc1ccc(NC(=O)c2ccc(S(=O)(=O)N(C)C)cc2)cc1OC
 : -6	2	97	21	100	-13	3	-1	5	-0.5
CCCNC(=O)COC(=O)c1ccc(Cl)c(S(=O)(=O)N2CCCC2)c1
 : -7	3	85	3	112	-62	3	-1	0	-0.7
COc1ccc2c(CC(=O)OCC(=O)Nc3sc4c(c3C#N)CCC(C)C4)coc2c1 (centres undefined)
 : 0	.	85	8	78	-55	-5	1	9	-3.2
Cc1cc(C(=O)OCC(=O)c2ccc3c(c2)OCCO3)c(C)o1
 : -4	11	96	10	91	-15	-1	0	7	-1.9
Cc1nn(CC(=O)NCCc2ccccc2)c(C)c1[N+](=O)[O-]
 : 5	-5	101	5	96	-65	-1	-1	1	-1.8
O=C(Nc1ccc(F)cc1)Nc1ccccc1NS(=O)(=O)c1cccs1
 : 1	-9	80	6	86	-14	-2	2	1	-2.4
COCCn1c(-c2ccc(OC(F)(F)C(F)C(F)(F)F)cc2)nc2c1c(=O)[nH]c(=O)n2CC(C)C (centres undefined)
 : -15	-2	65	13	58	-49	1	-2	6	-0.2
Cc1cc2ncn(/N=C/c3ccc([N+](=O)[O-])o3)c2cc1C
 : 25	.	2.5*	7	1.6*	21	11	.	-4	-5.8
COc1ccccc1NCc1nnc(SCC(=O)N/N=C/c2ccco2)n1-c1ccc(Cl)cc1Cl
 : -1	-9	98	7	112	-50	-5	.	0	-1.1
CC[N+](C)(C)CCN(Cc1ccc(Cl)cc1)c1ccccn1
 : 2	-2	92	11	97	-10	-8	0	3	0.3
Cc1cccc(NC(NC(=O)c2ccccn2)C(Cl)(Cl)Cl)c1 (centres undefined)
 : 7	.	86	39*	78	-15	4	-9	-2	-2.2
Cc1ccc(S(=O)(=O)NC(=O)COc2ccccc2C)cc1
 : .	7	84	12	99	-23	-3	.	6	-1.4
COc1ccc(/C=N/NC(=O)c2nc(-c3ccccc3)cc(-c3ccccc3)n2)cc1
 : -8	-19	60	3	45	-1	-7	-2	20*	-4.1
CCOC(=O)c1c(C(=O)OCC)c(C)n(Cc2cc(OC)c(OC)c(OC)c2)c1C
 : 2	3	99	3	80	-39	-1	-2	2	-1.9
C=C(C)CN1CCN(c2c(CCC#N)c(C)c(C#N)c3nc4ccccc4n23)CC1
 : -1	-25	2.9*	6	3.1*	-10	2	.	5	-2.7
CN(C)c1ccc(N2C(=O)CC(Nc3ccc(N4CCOCC4)cc3)C2=O)cc1 (centres undefined)
 : .	1	102	4	94	-39	-5	.	3	0.9
COc1cc2[nH]c3c(Cl)ncnc3c2cc1OC
 : -7	.	79	3	79	-21	-1	-6	1	-1.1
COc1cc(Br)cc(-c2nc3c(c(=O)[nH]c(=O)n3Cc3ccccc3)n2C)c1O
 : 63*	-3	96	4	100	-43	8	-1	6	-1.2
CN(C)S(=O)(=O)c1ccc(C(=O)Nc2cccc(C(=O)O)c2)cc1
 : -13	-59	95	2	96	-45	6	0	4	-0.5
Cc1cc(C)nc(SCc2csc(-c3ccccc3)n2)n1
 : -9	.	93	15	93	-52	0	-4	7	4.0
C=CCN1C(=O)C(CC(=O)Nc2ccc(C)cc2)SC1=Nc1c(C)n(C)n(-c2ccccc2)c1=O (centres undefined)
 : 7	.	98	5	87	-34	-7	0	-1	-0.4
Cc1onc(-c2ccccc2Cl)c1C(=O)Nc1nnc(-c2ccc(Br)cc2)s1
 : -6	.	97	0	98	-24	-4	0	0	7.2*
CCOCCCn1c(=NC(=O)c2cccnc2)c(C(=O)OCC)cc2c(=O)n3ccccc3nc21
 : -9	.	94	5	92	-13	-10	-4	1	-4.5
CCOc1cccc(C=Nc2cc(C)cc(C)c2O)c1O
 : -6	.	71	.	74	-38	-4	1	0	-2.2

# An excerpt taken from the entries so far:
# Value order: Yeast lifespan up	E-sel TNF inh	bCat KO growth	Measles CPE	PTEN del growth	Yeast growth inh	GALR2 blocker	Phagocytosis inh	NPY-Y2 antag	MRP-1 activ
COc1cc2[nH]c3c(Cl)ncnc3c2cc1OC
 : -7	.	79	3	79	-21	-1	-6	1	-1.1
COc1cc(Br)cc(-c2nc3c(c(=O)[nH]c(=O)n3Cc3ccccc3)n2C)c1O
 : 63*	-3	96	4	100	-43	8	-1	6	-1.2
CN(C)S(=O)(=O)c1ccc(C(=O)Nc2cccc(C(=O)O)c2)cc1
 : -13	-59	95	2	96	-45	6	0	4	-0.5
Cc1cc(C)nc(SCc2csc(-c3ccccc3)n2)n1
 : -9	.	93	15	93	-52	0	-4	7	4.0
C=CCN1C(=O)C(CC(=O)Nc2ccc(C)cc2)SC1=Nc1c(C)n(C)n(-c2ccccc2)c1=O (centres undefined)
 : 7	.	98	5	87	-34	-7	0	-1	-0.4
Cc1onc(-c2ccccc2Cl)c1C(=O)Nc1nnc(-c2ccc(Br)cc2)s1
 : -6	.	97	0	98	-24	-4	0	0	7.2*
CCOCCCn1c(=NC(=O)c2cccnc2)c(C(=O)OCC)cc2c(=O)n3ccccc3nc21
 : -9	.	94	5	92	-13	-10	-4	1	-4.5
CCOc1cccc(C=Nc2cc(C)cc(C)c2O)c1O
 : -6	.	71	.	74	-38	-4	1	0	-2.2
